Assay outcomes from PubChem.
KB-V1 MDR tox: KB-V1 MDR subline cytotoxicity; KB-V1 MDR cells viability, CellTiter-Glo, 72 h; Potency, µM (highest dose often 46.1 µM), for the others: at the top dose activity change, negative = cytotoxicity, hits mostly cytotoxic; 3.4% of 400,000 active; also: % is scaled to controls: 0 for no effect and ±100 for the full control effect; nearly all actives have a fitted effect of over 60% in size
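Following 72 h at 37 degrees C with compound, KB-V1 cell viability was read by CellTiter-Glo luminescence, medium being phenol-red-free DMEM plus 10% FBS; concentration-response parameters came from normalized, curve-fitted qHTS data.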
TDP-43 yeast inh: rescues yeast growth from TDP-43 toxicity. TDP-43 expressing yeast growth rescue, BacTiter-Glo, 24 h. Potency, µM (titrated, usually from 46.1 µM), without a hit: top-dose growth rescue (activation), actives largely listed as activators. 1.8% of 410,000 active; also: % of control where 0% means no effect; nearly all actives have a fitted effect of over 50% in size
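Yeast expressing TDP-43 (pregrown in raffinose, seeded at OD600=0.02 in galactose medium) exposed to compounds 24 hr at 30 deg C. Growth read by BacTiter-Glo luminescence; rescue of toxicity appears as increased signal.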
HT1080 IDH1KD tx: toxicity to HT-1080 IDH1 knockdown cells (counter line); 2% of 360,000 active; AID 686971; Potency, µM (series often up to 46.1 µM), for the others: at the highest dose activity, negative = toxicity, usual class: cytotoxic; HT-1080 IDH1 knockdown viability, ATP luminescence, 48 h;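 also: 0% = DMSO wells and -100% = cell-free medium wells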
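% activity derives from luminescence (CellTiter-Glo), normalised to DMSO and no-cell wells. HT-1080-IDH1KD cells, 750/well, had 48 h compound exposure at 37 °C.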
GLP1R cytotox: cytotoxicity counter-screen for GLP-1 receptor inverse agonists. HEK293 cAMP-luciferase reporter cells, luminescence, 24 h. Potency, µM (series often up to 38.3 µM), inactives show at the top dose activity change, negative = inhibition, hits mostly inhibitors. 0.13% of 410,000 active. AID 624418;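 also: loss of luciferase light is scored as toxicity; % is scaled to controls: 0 for no effect and ±100 for the full control effect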
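A 23 nL compound transfer followed 12 hours of cell culture at 37 deg C; exposure then lasted 24 hr. Luciferase assay detection reagent was dispensed and plates read for luminescence after a 12 min room-temperature wait.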
HT1080-NT tox: kills 2HG-producing HT-1080-NT fibrosarcoma cells; HT-1080-NT fibrosarcoma viability, CellTiter-Glo ATP luminescence, 48 h; Potency, µM (highest dose often 46.1 µM), inactives show at the top dose activity, negative = less viability, most hits filed as cytotoxic; 1.6% of 360,000 active; AID 686970;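 also: NT is the 2HG producing partner of a matched IDH1 knockdown line; 0% = DMSO-treated cells and -100% = media-only wells without cells; nearly all actives have a fitted effect of over 55% in size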
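750 cells/well, RPMI + 5% FBS; 2 h settle, compound pin-transfer, 48 h at 37 degrees C. CellTiter-Glo 10 min RT, luminescence. Normalized to DMSO and media-only wells.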
GLP-1R agonist: agonists of human GLP-1 receptor; P43220; HEK293 GLP-1R CRE-luciferase, luminescence, 4-6 h; cells express a hypersensitive GLP-1R form; Potency, µM (series often up to 45.6 µM), without a hit: at the top dose activation, hits mostly activators; 0.007% of 380,000 active; AID 624172; also: % of control where 0% means no effect
Target sequence (P43220 whole entry, looked up): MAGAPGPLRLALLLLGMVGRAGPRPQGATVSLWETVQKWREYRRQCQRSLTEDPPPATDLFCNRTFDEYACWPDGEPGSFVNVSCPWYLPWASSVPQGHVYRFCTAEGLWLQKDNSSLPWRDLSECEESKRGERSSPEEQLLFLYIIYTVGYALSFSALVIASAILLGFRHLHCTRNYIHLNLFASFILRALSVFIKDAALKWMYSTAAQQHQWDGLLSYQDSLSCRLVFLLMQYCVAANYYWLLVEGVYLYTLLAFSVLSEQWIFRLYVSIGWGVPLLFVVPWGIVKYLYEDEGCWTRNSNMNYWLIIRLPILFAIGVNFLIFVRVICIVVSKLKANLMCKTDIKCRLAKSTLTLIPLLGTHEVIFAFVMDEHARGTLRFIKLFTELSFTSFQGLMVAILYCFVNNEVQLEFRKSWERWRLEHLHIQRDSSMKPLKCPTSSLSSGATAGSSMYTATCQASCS
GLP1R inv ag: inverse agonists of human GLP-1 receptor; P43220; HEK293 GLP-1R CRE-luciferase, luminescence, 24 h; GLP-1R form is constitutively active; Potency, µM (doses to about 38.3 µM), without a hit: at the highest dose activity change, negative = inhibition, actives largely listed as inhibitors; 1.6% of 410,000 active; also: % is scaled to controls: 0 for no effect and ±100 for the full control effect; nearly all actives have a fitted effect of over 55% in size
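HEK293 cells stably co-expressing a cAMP-responsive luciferase reporter and constitutively active GLP-1R were seeded, incubated 12 h, then exposed to compounds for 24 h at 37 C. Luminescence was read 12 min after detection reagent; inverse agonists lower signal.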
SW480 rereplic: inducers of DNA re-replication in SW480 colon cancer cells | SW480 DNA re-replication, Hoechst DNA content imaging, 48 h | Potency, µM (top dose mostly 46.1 µM), for the others: at the top dose re-replication activation, usual class: activators | 1.8% of 340,000 active; also: % of control where 0% means no effect; nearly all actives have a fitted effect of over 55% in size
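Quantitative HTS format with DMSO vehicle controls; 48 hr drug incubation at 37 C, then 40 min Hoechst staining and scanning imager measurement at 405 nm excitation.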
KB-3-1 tox: KB-3-1 parental cell cytotoxicity. KB-3-1 viability, CellTiter-Glo ATP luminescence, 72 h. Potency, µM (doses to about 46.1 µM), without a hit: at the highest dose activity change, negative = cytotoxic, hits mostly cytotoxic. 1.4% of 400,000 active. AID 1347075; also: % is scaled to controls: 0 for no effect and ±100 for the full control effect; nearly all actives have a fitted effect of over 60% in size
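Cytotoxicity measured as CellTiter-Glo luminescence after 72 h at 37 C. Compound titrations were pinned onto drug-naive KB-3-1 parental adenocarcinoma cells grown in DMEM with 10% FBS, and normalized data fitted to concentration-response curves.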
Active calls of the source: *; ? = inconclusive; . = no result given; [ ] = another dose, or the depositor's remark. Calls follow the shape of the dose curve; as a rule, active = well fitted curve in the direction sought with a large enough effect; inconclusive = small, poorly fitted or top-dose-only effect, or another doubt; inactive = no such curve, though single readings can be large; an effect the other way counts as inactive or inconclusive. Potency is read from the fitted curve at half-maximal effect. No enrichment for hits; about 9.4% have a hit in one of these screens.

SMILES	KB-V1 MDR tox	TDP-43 yeast inh	HT1080 IDH1KD tx	GLP1R cytotox	HT1080-NT tox	GLP-1R agonist	GLP1R inv ag	SW480 rereplic	KB-3-1 tox
CCCOc1ccc(C2C(C(=O)c3cc4ccccc4o3)=C(O)C(=O)N2c2cc(C)on2)cc1OC (stereo not given)	-7%	-4%	?	-7%	?	0%	-6%	8%	-7%
CN(C)/C=N/C(=S)Nc1ccc(Cl)cc1Cl	1%	-20%	3%	1%	2%	11%	3%	21µM*	-2%
CCc1nn(-c2cc(Oc3cccc4ccccc34)nc(-c3ccccc3)n2)c(N)c1C#N	0%	9%	14%	-10%	22%	-17%	1%	?	5.8µM*
CN(C)c1nc(NC(C)(C)C)nc(SCC(=O)Nc2ccccc2)n1	8.2µM*	23%	-10%	13%	-21%	26%	?	-3%	-21%
O=C(Cn1nc(-c2ccc(Cl)cc2)c2ccccc2c1=O)Nc1cccnc1	-2%	-2%	-13%	-19%	-26%	4%	-24%	12%	4%
COC(=O)c1cccc(NC(=O)CSc2nnc(C)n2C)c1	?	-3%	14%	-1%	19%	6%	2%	-6%	-2%
S=c1[nH]nc(-c2cc(-c3ccccc3)n[nH]2)n1/N=C/c1cccc(Cl)c1	10%	14%	-11%	0%	-8%	20%	82%[activator]	?	18%
CC1Cc2cc(/C(O)=C3/C(=O)C(=O)N(CCCn4ccnc4)C3c3ccc(Br)cc3)ccc2O1 (stereo not given)	18%	-4%	2%	-13%	5%	0%	20%	-4%	0%
CCOC(=O)C1=C(COC(=O)c2ccc(OC)c(S(=O)(=O)N3CCOCC3)c2)NC(=O)NC1C (stereo not given)	1%	19%	3%	-28%	0%	1%	21%	-16%	8%
Cc1[nH]c2c(C)cccc2c(=O)c1CN1CCCCCC1	?	13%	4%	-1%	15%	-3%	-5%	-15%	1%
Cc1c(Cl)cccc1N1CCn2c1nc1c2c(=O)n(CC(=O)O)c(=O)n1C	13%	-5%	.	-17%	.	-3%	10%	.	26%
CCOc1ccc(N2C(=O)C3C4C=CC(CC4)C3C2=O)c([N+](=O)[O-])c1 (stereo not given)	?	17%	-1%	-16%	1%	-19%	?	-1%	8%
Cc1ccccc1NNC(=O)C(=O)NNc1ccccc1C	19%	14%	18µM*	-19%	-7%	-1%	?	0%	?
COc1ccc(OC)c(C(=O)COC(=O)c2ccc(C)o2)c1	3%	0%	15%	0%	14%	18%	-4%	-1%	2%
COc1ccc(C(=O)Nc2ccc(-c3nnn(CC(=O)N4CCN(C(=O)c5ccco5)CC4)n3)cc2)cc1	8%	14%	0%	1%	1%	7%	6%	-17%	-1%
CC(=O)Nc1ccc(NC(=O)c2sc3nc4c(c(-c5ccc(C)cc5)c3c2N)CCC4)cc1	11%	0%	-11%	26%	-17%	15%	60%[activator]	21µM*	12%
O=C(NCCN1CCN(C(=O)c2cccc(Br)c2)CC1)C(=O)NCc1ccccc1	?	-20%	-4%	-7%	-3%	-10%	0%	-2%	0%
COC(=O)c1ccc(Nc2cc(C)nc3ncnn23)cc1	-18%	4%	5%	-4%	12%	-3%	17%	-12%	14%
CCCCCN(C(=O)CCC(=O)OCC(=O)N(CC#N)c1ccccc1)c1c(N)n(CCCC)c(=O)[nH]c1=O	12%	?	7%	10%	4%	-8%	1%	-1%	-9%
Cc1ccc(Nc2nc(N)c([N+](=O)[O-])c(NCCO)n2)cc1	14%	6%	-4%	-13%	-1%	25%	10%	4%	2%
CCC(C(=O)OC)n1cnc2c(nnn2-c2cccc(Cl)c2)c1=O (stereo not given)	0%	18%	8%	3%	?	4%	2%	-13%	23%
COc1ccc2cc(CN(Cc3cccs3)Cc3nnnn3Cc3ccccc3)c(=O)[nH]c2c1	?	11%	1%	?	-1%	0%	0%	2%	?
CCOc1ccc(-c2nc3n(c(=O)c2C#N)CCCS3)cc1	-7%	27%	-4%	-8%	-20%	5%	7%	0%	-10%
O=C(Nc1cccc2cccnc12)c1ccc2sc([C@H]3C[C@H](O)[C@@H](CO)O3)nc2c1	3%	20%	-23%	-18%	?	17%	-7%	.	0%
CNC(=O)c1c(C)noc1C	-2%	7%[9.22 µM]	4%	7%[7.66 µM]	-1%	0%	10%[7.66 µM]	-4%	3%
CC(C)c1ccc(Nc2cnn(C34CC5CC(CC(CC(=O)O)(C5)C3)C4)c(=O)c2Cl)cc1	-6%	-9%	12%	10%	0%	-4%	-6%	-29%	-1%
CCOC(=O)Nc1cccc(NC(=O)c2cc(OC)cc(OC)c2)c1	?	-25%	7%	1%	-5%	5%	2%	-5%	-1%
O=C(c1cccc(S(=O)(=O)N2CCN(c3ccccc3)CC2)c1)N1CCCCCCC1	-12%	13%	-12%	7%	-2%	0%	?	-17%	-2%
O=C1CC(c2ccco2)CC(O)=C1C=NCC1NCCc2ccccc21 (stereo not given)	28%	-17%	8%	-9%	5%	2%	5%	-3%	-7%
Cc1ccc(-n2c(C)c(C)c3c(NCCN(C)C)ncnc32)cc1	0%	8%	-8%	-2%	-9%	-3%	10µM*	-10%	-10%

Records listed so far that bear a hit mark in SW480 rereplic.
structure	GLP-1R agonist	SW480 rereplic
CN(C)/C=N/C(=S)Nc1ccc(Cl)cc1Cl	11%	21µM*
CC(=O)Nc1ccc(NC(=O)c2sc3nc4c(c(-c5ccc(C)cc5)c3c2N)CCC4)cc1	15%	21µM*

(more compounds)
SMILES	KB-V1 MDR tox	TDP-43 yeast inh	HT1080 IDH1KD tx	GLP1R cytotox	HT1080-NT tox	GLP-1R agonist	GLP1R inv ag	SW480 rereplic	KB-3-1 tox
N=C(N)SCc1nc2ccccn2c1Br	?	15%	10%	?	9%	5%	?	7%	?
Cc1ccc(CNC(=O)CSc2nc3c(sc4ccccc43)c(=O)n2CCCN2CCCC2)cc1	-22%	21%	?	?	?	10%	?	17%	-6%
OC(c1ccccc1)(c1nc(-c2cccc3cccnc23)cs1)C(F)(F)F (stereo not given)	0%	1%	?	8%	?	-4%	?	.	?
CCN(CC)CCNC(=O)c1[nH]c2ccc(OCc3ccccc3)cc2c1C	?	-6%	?	?	?	-4%	-3%	?	?
CCCNC(=O)Cn1cccc1C(=O)c1ccccc1	5%	0%	-2%	-2%	-4%	9%	9%	?	4%
N#Cc1ccc(-c2csc(NC(=O)c3ccc(N4C(=O)CCC4=O)cc3)n2)cc1	-1%	0%	-5%	3%	-2%	5%	-4%	10%	1%
Cc1ccccc1C(=O)NNC(=O)C1CCCN(c2ncccn2)C1 (stereo not given)	?	-15%	-8%	1%	2%	-1%	0%	-1%	-1%
CN(Cc1ccccc1)C(=O)CN1C(=O)NC2(CCCC2)C1=O	23%	4%	6%	-3%	10%	-7%	11%	2%	1%
CCCCC(=O)Nc1cc([N+](=O)[O-])ccc1Cl	-21%	5%	-18%	13%	-11%	8%	10%	-3%	8%
O=C(NCc1cccnc1)C1CC(c2cccc(Br)c2)=NO1 (stereo not given)	3%	6%	-15%	-10%	-2%	0%	?	?	?
COC(=O)CSc1nc2c(c(-c3ccc(O)cc3)c1C#N)CCCC2	-1%	-26%	-23%	0%	-14%	20%	?	?	2%
CCC1CCCCN1c1cc(C)nc2cc(-c3cccc(C)c3)nn12 (stereo not given)	-2%	?	?	-27%	?	-7%	?	?	-25%
CC1CN(c2cc3nccnc3cc2F)CC(C)O1 (stereo not given)	1%	-9%	-14%	4%	-5%[9.24 µM]	1%	-5%	-14%	-10%
CCOC(=O)/C=C/[C@H]1CC2(CCO1)SCCCS2	3%	1%	7%	-19%	3%	-2%	-6%	-1%	0%
O=C(COC(=O)CNC(=O)c1ccccc1F)Nc1ccc(Cl)cn1	20%	13%	20%	3%	7%	0%	24%	-5%	9%
CCSc1nc2sc3c(c2c(=O)n1C1CCCCC1)CCN(C)C3	3%	-13%	-19%	7%	-7%	5%	?	-1%	5%
CCC(Sc1nnc2c3ccccc3n(CC)c2n1)C(=O)Nc1nnc(C(C)C)s1 (stereo not given)	-24%	16%	.	-1%	.	-7%	13%	.	-4%
O=C(O)c1ccc(NS(=O)(=O)c2cccc(S(=O)(=O)c3ccc(Cl)c(Cl)c3)c2)cc1	3%	19%	0%	14%	17%	0%	11%	-10%	-8%
N#Cc1ccc(-n2nccc2-c2cnc3n(c2=O)CCS3)cc1	1%	6%	9%	8%	5%	0%	7%	1%	0%
CCOC(=O)c1cnc(-n2nc(C)cc2C)nc1Nc1ccc(O)cc1	?	22%	9%	2%	15%	1%	15%	-8%	?
Cc1ccnn1CCC(=O)N1CCCC(CCC(=O)N2CCN(c3ccccn3)CC2)C1 (stereo not given)	24%	-1%[0.397 µM]	1%	-4%	10%	12%	28%	2%	6%
COc1ccc(NC(=O)CSc2nc3n[nH]c(C)c3c(=N)n2-c2ccc(Cl)c(C)c2)cc1OC	?	-8%	16%	?	7%	11%	?	?	-3%
Cc1nc(SCC(=O)Nc2cccc(S(=O)(=O)N3CCOCC3)c2)nc(C)c1C	-30%	-26%	-10%	4%	-15%	16%	44%[activator]	2%	5%
Cc1cccc(C)c1N1CCN(S(=O)(=O)c2ccccc2)CC1	-2%	22%	17%	17%	17%	-2%	-4%	-58%[inhibitor]	9%

Four entries picked at random from the list so far:
SMILES	KB-V1 MDR tox	TDP-43 yeast inh	HT1080 IDH1KD tx	GLP1R cytotox	HT1080-NT tox	GLP-1R agonist	GLP1R inv ag	SW480 rereplic	KB-3-1 tox
N#Cc1ccc(-n2nccc2-c2cnc3n(c2=O)CCS3)cc1	1%	6%	9%	8%	5%	0%	7%	1%	0%
N#Cc1ccc(-c2csc(NC(=O)c3ccc(N4C(=O)CCC4=O)cc3)n2)cc1	-1%	0%	-5%	3%	-2%	5%	-4%	10%	1%
CCc1nn(-c2cc(Oc3cccc4ccccc34)nc(-c3ccccc3)n2)c(N)c1C#N	0%	9%	14%	-10%	22%	-17%	1%	?	5.8µM*
OC(c1ccccc1)(c1nc(-c2cccc3cccnc23)cs1)C(F)(F)F (stereo not given)	0%	1%	?	8%	?	-4%	?	.	?
